Compound activity deposited in PubChem BioAssay by several laboratories.
SF1 activator – SF-1 (human) activation; Q13285; CHO-K1 Gal4-SF-1 LBD luciferase reporter; % increase over DMSO SF-1-specific signal; 65,000 compounds, 1.9% hits; activation, % at 10 µM;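 active means activation above the mean activation of all tested compounds plus 3 SD, cut at about 50% in these data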
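Test system: CHO-K1 cells co-transfected with Gal4 DBD–human SF-1 LBD, 5xGal4 luciferase reporter. Quantity: 4,000 cells per well. Compound: 10 µM only. Incubation: compound added 1 h post-seeding, 20 h exposure at 37 °C, 5% CO2. Detection: SteadyLite luciferase luminescence. Replication: one test per compound.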
D1 mod – allosteric modulators of human D1 dopamine receptor. B-score at 10 µM. AID 641. HEK293 D1, CRE-luciferase, dopamine EC30 potentiation; actives deviate in either direction. 58,000 compounds, 5.9% hits;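 active means luminescence count or its row- and column-corrected plate score outside the 99.7% band of the plate's sample wells, on either side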
Hsp90 block – displaces geldanamycin probe from tumor Hsp90; 64,000 compounds, 0.35% hits; NCI-N417 lysate Hsp90, Cy3B-geldanamycin FP displacement; inhibition, % at 30 µM; P07900;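 active means inhibition above 50%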;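 further: 0% = tracer plus lysate wells and 100% = tracer alone without lysate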
FXIIa inh mix – blocks human factor XIIa in pooled compound mixtures. AID 684. inhibition, % at 5 µM. purified FXIIa, fluorogenic substrate. P00748. 62,000 compounds, 0.2% hits; in the data active means inhibition above about 20%, passing the limit was not always enough;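 further: 0% = enzyme without compound and 100% = no enzyme blank; some results filed as inactive read as strong as hits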
MKP-1 inh – inhibitors of human MKP-1 phosphatase; P28562; recombinant MKP-1, OMFP hydrolysis fluorescence; 65,000 compounds, 0.15% hits; inhibition, %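 (compounds tested at a single concentration somewhere between 10 and 100 µM)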; AID 374;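 active means inhibition above about 50%, limit read from the data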;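 further: 0% = DMSO max control wells and 100% = wells with enzyme stopped by NaOH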
Target sequence (P28562 whole entry, looked up): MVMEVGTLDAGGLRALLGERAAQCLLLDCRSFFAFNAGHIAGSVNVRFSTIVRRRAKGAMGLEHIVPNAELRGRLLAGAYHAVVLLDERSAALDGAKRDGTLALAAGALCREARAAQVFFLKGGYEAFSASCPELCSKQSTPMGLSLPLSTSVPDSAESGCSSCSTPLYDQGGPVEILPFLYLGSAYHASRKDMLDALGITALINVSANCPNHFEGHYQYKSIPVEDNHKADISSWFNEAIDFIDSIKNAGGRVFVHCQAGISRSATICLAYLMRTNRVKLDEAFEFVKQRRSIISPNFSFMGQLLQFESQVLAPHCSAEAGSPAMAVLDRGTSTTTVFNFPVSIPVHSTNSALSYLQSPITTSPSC
RORa activator – activators of human nuclear receptor RORA; P35398; CHO-K1 Gal4-RORA LBD luciferase reporter, luminescence; percent increase over mock-subtracted basal signal; activation, % at 10 µM; 65,000 compounds, 1.5% hits; AID 560;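 active means activation above the mean of all tested compounds plus 3 SD, cut at about 49% in these data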;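 further: 0% = DMSO-treated RORA cells and 100% = added signal equal to DMSO minus mock-transfected cells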
TNAP act DEA – activates human TNAP at intermediate phosphate acceptor concentration; purified TNAP, CDP-star luminescence, 100 mM DEA, 30 min; stronger effect = higher value; scale: 0 levamisole-inhibited, 1 vehicle-only enzyme; P05186; AID 813; 64,000 tested, under 10 active; activation factor at 20 µM;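 active means activation factor of at least 2 at 20 µM, relative to controls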
Her2 expr inh – Her2 kinase expression inhibition; AID 645; HER2 level % of control, % at 10 µM; SKBR-3 HER2 protein level, AlphaScreen, 18-24 h; stronger effect = lower value; 65,000 compounds, 0.69% hits;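 active means HER2 level under 5% of the carrier-only control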;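 further: 100% = DMSO carrier and 0% = 500 nM PU-H71 HSP90 inhibitor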
Cdc25B block – human M-phase inducer phosphatase 2 inhibition | P30305 | inhibition, %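 (compounds tested at 10 µM final in the well)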 | 65,000 compounds, 0.1% hits | AID 368 | recombinant Cdc25B, OMFP fluorescence Ex485/Em525; in the data active means inhibition above about 50%
Target sequence (P30305 whole entry, looked up): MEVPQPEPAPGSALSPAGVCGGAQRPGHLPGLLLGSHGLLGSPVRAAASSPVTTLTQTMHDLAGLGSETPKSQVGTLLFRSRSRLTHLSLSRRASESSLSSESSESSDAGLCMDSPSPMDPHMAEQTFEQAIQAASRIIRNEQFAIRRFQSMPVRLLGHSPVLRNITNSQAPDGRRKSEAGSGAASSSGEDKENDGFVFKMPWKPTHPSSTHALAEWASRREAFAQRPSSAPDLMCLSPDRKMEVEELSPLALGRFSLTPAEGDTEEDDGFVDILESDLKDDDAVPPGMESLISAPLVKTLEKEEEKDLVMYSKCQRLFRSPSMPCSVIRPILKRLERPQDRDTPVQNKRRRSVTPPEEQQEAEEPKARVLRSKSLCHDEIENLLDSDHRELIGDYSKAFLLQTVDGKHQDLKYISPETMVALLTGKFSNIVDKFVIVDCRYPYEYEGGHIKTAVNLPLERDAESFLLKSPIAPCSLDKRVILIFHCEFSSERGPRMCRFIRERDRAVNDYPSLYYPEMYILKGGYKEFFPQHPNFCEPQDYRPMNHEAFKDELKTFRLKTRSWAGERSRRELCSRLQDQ
* = called active by the depositor; . = not tested or not shown.

SMILES	SF1 activator	D1 mod	Hsp90 block	FXIIa inh mix	MKP-1 inh	RORa activator	TNAP act DEA	Her2 expr inh	Cdc25B block
CCN1CCCC1CN(Cc1cc2cc(C)cc(C)c2[nH]c1=O)C(=O)Nc1ccccc1OC (configuration not stated)	8.7	-1.74	-3.5	4.0	-5.9	5.2	0.9	105.1	-1.0
CCCN(CCC(=O)Nc1ccccc1F)CC1CC1	5.5	-0.137	-4.0	1.8	5.0	-11.9	0.9	105.2	2.0
CCOc1ncccc1C(=O)OCc1nnc(-c2ccccc2)o1	-10.4	4.09*	1.3	1.5	-0.8	-9.5	0.9	104.1	-0.7
O=C(c1ccco1)N1CCN(C(c2ccc(Cl)cc2)c2nnnn2CC2CCCO2)CC1 (configuration not stated)	-0.7	-2.26	-0.6	1.4	8.6	-8.8	1	132.8	-7.2
C/[N+]([O-])=C1\Cc2ccccc2C1=O	12.8	0.793	-4.0	3.3	-12.3	2.1	1	107.0	5.0
Cn1cnnc1Sc1nc2c(c(=O)n(C)c(=O)n2C)n1Cc1ccccc1Cl	16.8	.	-3.1	6.2	-7.0	3.6	0.9	91.3	-6.6
CCCCCn1c(SCC2CCCO2)nc2cc(C(=O)N3CCC(C(N)=O)CC3)ccc2c1=O (configuration not stated)	-12.5	-0.957	-1.8	1.0	31.9	-17.8	0.9	118.7	-8.6
CCOC(=O)CSc1nnc(CNC(=O)c2cccs2)n1-c1cc(OC)ccc1OC	6.9	0.779	-4.9	8.3	10.7	16.5	0.9	99.1	2.3
CN(C)C(CNC(=O)CCCc1c[nH]c2ccccc12)c1ccco1 (configuration not stated)	13.5	-0.0554	-10.8	6.3	5.0	-10.6	0.9	92.6	-5.9
CCOP(C)(=O)C1(C(=O)OCc2ccccc2)CC1 (configuration not stated)	-15.1	-0.72	0.0	7.7	10.8	-11.6	0.9	86.7	-3.9
Cc1ccsc1C=Nc1c(C)n(C)n(-c2ccccc2)c1=O	-4.9	0.36	-5.6	9.8	-7.0	-12.5	1	129.4	-11.6
CC(C1CC1)N(C(=O)c1ccccc1O)c1ccccc1 (configuration not stated)	-21.2	-1.1	2.5	-11.7	-7.7	-8.6	0.9	90.9	-17.2
Cc1ccc(CN2CCN(CC(=O)NCc3ccc(Cl)cc3)C2=O)cc1	-12.1	0.567	-0.1	-16.1	14.5	0.5	0.9	97.2	-7.6
O=C(CCC1CCCC1)Nc1ccc(Br)cn1	42.5	-0.131	-5.8	3.6	2.7	37.0	0.9	63.8	-15.1
Cc1cccc(OCC(=O)Nc2cccc(-c3nnc(-c4ccccc4)o3)c2)c1C	-12.0	-0.323	-5.0	3.7	12.3	11.2	0.9	89.2	-9.6
O=C(OCc1cc2ccccc2[nH]c1=O)C1CCCCC1	-17.6	-0.465	-3.7	-2.2	-16.0	-28.1	0.9	98.1	-4.3
O=C(CCC1=NS(=O)(=O)c2ccccc2N1)NC1CCCCCCC1	10.1	.	-0.9	4.9	19.8	-1.4	1	114.3	-4.8
CCOc1ccc(CCNS(=O)(=O)c2cccc3nsnc23)cc1OCC	-12.2	18.9*	-6.0	2.5	-9.9	-22.2	0.9	138.8	6.8
O=C(CSc1ncccc1C(=O)O)NCc1ccc(F)cc1	-10.8	-0.0247	-0.5	10.9	10.6	-10.6	0.9	117.8	24.7
Cc1cc(NS(=O)(=O)Cc2ccccc2)no1	3.3	-0.634	-3.3	-23.7	1.9	-13.5	0.9	115.6	-2.7

Four records picked at random from those above, as already listed:
SMILES	SF1 activator	D1 mod	Hsp90 block	FXIIa inh mix	MKP-1 inh	RORa activator	TNAP act DEA	Her2 expr inh	Cdc25B block
CC(C1CC1)N(C(=O)c1ccccc1O)c1ccccc1 (configuration not stated)	-21.2	-1.1	2.5	-11.7	-7.7	-8.6	0.9	90.9	-17.2
CCCN(CCC(=O)Nc1ccccc1F)CC1CC1	5.5	-0.137	-4.0	1.8	5.0	-11.9	0.9	105.2	2.0
CCN1CCCC1CN(Cc1cc2cc(C)cc(C)c2[nH]c1=O)C(=O)Nc1ccccc1OC (configuration not stated)	8.7	-1.74	-3.5	4.0	-5.9	5.2	0.9	105.1	-1.0
O=C(CSc1ncccc1C(=O)O)NCc1ccc(F)cc1	-10.8	-0.0247	-0.5	10.9	10.6	-10.6	0.9	117.8	24.7

Continued.
SMILES	SF1 activator	D1 mod	Hsp90 block	FXIIa inh mix	MKP-1 inh	RORa activator	TNAP act DEA	Her2 expr inh	Cdc25B block
Cc1cc(=O)n2[nH]c(-c3ccccc3)cc2n1	7.4	-0.51	-0.6	3.0	-9.9	5.5	0.9	72.4	2.3
CCSC1(SCC)N=C(N)C2(C#N)C(c3ccccc3)NC(C)=CC12C#N (configuration not stated)	-9.4	-0.733	-3.6	2.1	-4.8	-13.8	0.9	78.0	-12.8
CCOCC(=O)Nc1ccc(S(=O)(=O)N2CCOCC2)cc1	4.6	0.283	-0.7	1.9	-0.7	4.7	0.9	97.7	-7.8
CCCc1cc(C(=O)Nc2cccc(C(C)=O)c2)no1	11.5	-0.428	-2.4	-19.6	-1.8	4.8	0.9	108.9	-7.3
CCCCn1nnnc1SCC(=O)Nc1cccc(C)n1	-2.3	-0.543	-3.9	-7.5	-7.0	-12.1	0.9	74.0	-10.4
Cn1c2c(c3ccccc31)CC/C2=N\O	-17.4	4.71*	-2.5	0.2	11.1	-15.9	0.9	77.2	-8.8
Cn1ccnc1C(O)c1ccc(OCc2ccccc2)cc1 (configuration not stated)	20.1	.	-1.0	.	-14.6	48.3	1.1	74.6	-28.1
O=C(Nc1ccc(N2CCOCC2)cc1)C1CCN(S(=O)(=O)Cc2ccccc2)CC1	-5.1	-0.24	1.5	0.7	4.6	-10.2	0.9	100.1	-11.2
COc1ccc(N2C(=O)CCC(C(=O)N3CCCCCC3)C2c2ccc(OC)c(OC)c2)cc1 (configuration not stated)	-3.0	.	.	9.5	14.8	-7.9	1	72.7	-10.0
CCOC(=O)Cn1c(CCC(=O)O)ccc1-c1ccc(F)cc1	0.7	0.0286	-0.8	-0.4	-4.8	-16.9	0.8	81.2	8.0
CCN(CC)CCn1c(=S)[nH]c2ccc(Cl)cc2c1=O	3.4	-1.13	-4.6	1.2	1.5	-12.4	1	101.5	-18.9
CN1CCN(/C=N/c2c(C#N)cnn2Cc2ccccc2)CC1	-4.5	-1.01	-3.4	6.5	-8.0	-4.6	0.9	113.5	-7.1
NC(=O)SCC(=O)Nc1ccc(Cl)c(Cl)c1	-9.0	-0.832	-3.7	11.0	6.1	-11.5	0.8	74.8	-12.4
CC(C)Cn1c(CN2C(=O)c3ccccc3C2=O)nc2ccccc2c1=O	-4.5	1.62	1.3	-26.5	15.5	-5.3	0.9	112.3	-11.0
Cc1c(NC(=O)C(C)N2CC(C)OC(C)C2)c(=O)n(-c2ccccc2)n1C (configuration not stated)	-6.2	-0.391	-4.5	2.5	8.0	-12.9	0.9	96.5	-2.2
CCOC(=O)c1cccc(NC(=O)c2cccnc2)c1	-0.4	.	-3.0	-2.4	6.9	0.3	0.9	109.8	-2.5
O=C(NC1CCCCC1)C1CCCN(S(=O)(=O)c2cccs2)C1 (configuration not stated)	-13.3	0.0829	-4.4	-12.7	5.8	6.6	0.9	85.6	-15.3
COc1ccccc1Nc1nc(N)nc(CN2CCC(Cc3ccccc3)CC2)n1	14.5	-1.87	-10.4	.	1.1	-4.7	.	124.0	-17.1
Cn1c(=O)c2c(nc(CN3CCN(c4ccccc4)CC3)n2Cc2ccccc2Cl)n(C)c1=O	6.5	1.56	-1.9	5.0	-3.1	-4.4	0.9	69.0	-3.1
Cc1ccc(-n2nc3c(c2NC(=O)c2ccc4c(c2)OCO4)CSC3)cc1	-14.7	-0.296	0.2	6.3	27.1	-10.4	1	130.7	-1.2
O=C(NC12CC3CC(CC(C3)C1)C2)N1CCC(n2nnc3ccccc32)CC1	-6.3	.	-1.0	5.1	11.0	-4.3	1	75.0	3.7
Cc1cc(C)nc(-n2nc(C)cc2NC(=O)c2cccc(S(=O)(=O)N(C)C)c2)n1	4.3	.	-3.2	-5.4	28.5	8.2	1	69.8	16.8
COC(=O)Cn1ncc2c3ccccc3n(C)c2c1=O	43.0	.	-0.7	-19.1	-1.0	18.4	1	136.2	4.3
CCOC(=O)c1cnn2c(C)cc(-c3ccccc3)nc12	65.1*	-0.0324	-4.7	6.4	-17.3	42.9	0.9	109.8	0.9
CCOC(=O)c1sc(NC(C)=O)c(C(=O)OCC)c1C	2.9	.	-1.9	-3.6	21.3	-16.6	0.9	97.1	2.2
O=C1c2ccccc2S(=O)(=O)N1Cc1nc2ccccc2s1	-43.0	.	-5.6	-19.4	3.8	-53.7	0.9	86.8	-10.0
COc1ccccc1-c1cc(C(=O)N2CCN(c3ccc(F)cc3)CC2)no1	3.0	0.822	-6.0	-3.6	24.4	-6.3	0.9	45.2	-9.9
COc1ccc(CCn2c(C)cc3c(c2=O)C(c2ccncc2)C(C#N)=C(N)O3)cc1OC (configuration not stated)	-11.7	0.668	3.1	-0.8	-3.3	-1.5	1	85.0	2.2
CCOC(=O)N1CCC(NC(=O)c2cc(S(=O)(=O)N3CCc4ccccc43)cn2C)CC1	-3.2	-0.0226	-3.8	3.8	37.5	3.4	1	92.8	7.3
O=C(Nc1ccc2snnc2c1)N1CCOCC1	9.8	.	-5.1	9.7	-3.3	9.4	0.9	98.3	-5.1
CS(=O)(=O)NCc1csc(-c2ccccc2)n1	8.7	0	2.6	9.1	5.0	0.1	0.9	96.8	-8.2
CCC(Oc1ccccc1)C(=O)Nc1ccc(-c2nnc(-c3ccco3)o2)cc1 (configuration not stated)	46.4	-0.0342	-8.0	2.9	4.5	32.3	0.9	95.3	-11.2
O=C(C1CCC(Cn2c(=S)[nH]c3ccccc3c2=O)CC1)N1CCOCC1 (configuration not stated)	-2.9	0.893	-2.4	1.5	13.2	0.7	0.9	73.7	-3.5
CCOC(=O)COn1c(=O)c(=O)n(OC)c2ccccc21	3.0	-0.394	-2.9	8.6	-15.4	-39.3	0.9	102.1	1.7
CCOc1ccc(OCC)c(NC(=O)CSc2nnc(Cn3cnc4ccccc43)n2C)c1	6.7	3.75	5.3	4.1	-8.4	-0.5	0.9	113.7	-2.7
N#Cc1nc(COc2ccc(Cl)cc2)oc1N1CCCCCC1	-13.1	-0.256	-5.0	6.3	1.6	-16.6	0.9	77.1	-4.3
Cc1cc(C(=O)N2CCN(C(c3ccccc3)c3ccccc3)CC2)on1	7.5	.	-3.2	4.7	-3.2	-18.1	1	92.4	-15.5
COCCNC(=O)c1cnn2c(C(F)(F)F)cc(-c3ccc4c(c3)OCO4)nc12	-10.7	0.0349	0.8	2.1	42.8	-12.3	0.8	116.2	-7.3
Cc1cc(C(=O)CSc2nnc(-c3ccco3)o2)c(C)n1Cc1ccco1	0.6	-0.404	-1.1	-5.4	15.5	-2.0	0.9	83.8	22.4
O=C(Nc1nnc(-c2ccncc2)s1)C1CCCO1 (configuration not stated)	7.0	0.29	-3.2	-14.1	4.9	11.0	0.9	87.6	-0.8
Cc1occc1C(=O)Nc1nccs1	4.1	0.788	-6.8	11.7	1.8	8.3	0.8	135.8	-6.6
CCc1nc(C)ccc1OCC(=O)NCCCN(C)C	-3.1	-0.978	0.5	10.0	-5.1	-25.6	0.9	-28.1*	-7.1
C1CCC2(CC1)OCC1(CO2)COC2(CCCCC2)OC1	19.5	-0.0522	2.7	10.0	2.1	3.7	0.9	97.3	4.5
c1coc(-c2nc3nc4ccccc4nc3n2-c2ccc3c(c2)OCCO3)c1	23.8	.	12.8	.	-15.1	10.7	0.9	86.5	25.4
CCOC(=O)CSc1nnc(Cc2cc(=O)[nH]c(=O)[nH]2)n1-c1ccc(Cl)cc1	16.7	0.221	-2.6	1.3	6.0	-7.4	1	98.2	-16.4
CN(C)C=Nc1ncc2c3ccccc3n(CCN(C)C)c2c1C#N	10.9	-0.587	-8.6	1.2	12.7	-18.1	1	145.1	-3.0
